# Screens as filed in PubChem.
# CCT chaperon mod = cytosolic chaperonin activity modulation; 0.3% of 360,000 active; activity change, % (no concentration beside the values), hits read low; purified chaperonin ATPase assay, HTRF ADP detection, 30 min; in the data active = activity change below about -30%; note: % is set by controls: 0 for no effect and ±100 for the full control effect
#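 TRiC at 40 or 20 nM final (batch-dependent) in 30 mM Tris pH 7.4, 100 mM KCl, 5 mM MgCl2, 1 mM DTT, with compound at single 76 uM and 10 uM ATP, 30 min at 37 deg C. ADP detected by HTRF Transcreener, 665/615 ratio.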
# TGFb SMAD3 inh = TGF-b pathway inhibition | HepG2 CAGA-GFP TGF-b/SMAD3 reporter, GFP fluorescence, 18 h; TGF-beta stimulated, 500 pg/mL final | AID 588855 | 1.2% of 410,000 active | Potency, µM (top dose mostly 46.1 µM), without a hit: at the top dose activity, negative = inhibition, usual class: inhibitors; note: potency is the fitted concentration of half-maximal effect; % is set by controls: 0 for no effect and ±100 for the full control effect; nearly all actives have a fitted effect of over 65% in size
#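 HEPG2 CAGA-GFP, 1000 cells/well; 2 h settle, 37 C; cpd via pin tool; TGF-b 500 pg/mL final; 18 h, 37 C; GFP imaging ex488/em500-530; %Activity normalised to -TGF-b and +DMSO controls; CRC fit, curve class.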
# EPAC2 agonist = EPAC2 (human) agonism; Q8WZA2; EPAC2 activation, biochemical qHTS; response scale: 100% = 6.5 mM cAMP response; Potency, µM (series often up to 154 µM), for inactives: top-dose activation, hits mostly activators; 0.079% of 360,000 active; note: potency is the fitted concentration of half-maximal effect; nearly all actives have a fitted effect of over 50% in size
# Target sequence (Q8WZA2 whole entry, looked up): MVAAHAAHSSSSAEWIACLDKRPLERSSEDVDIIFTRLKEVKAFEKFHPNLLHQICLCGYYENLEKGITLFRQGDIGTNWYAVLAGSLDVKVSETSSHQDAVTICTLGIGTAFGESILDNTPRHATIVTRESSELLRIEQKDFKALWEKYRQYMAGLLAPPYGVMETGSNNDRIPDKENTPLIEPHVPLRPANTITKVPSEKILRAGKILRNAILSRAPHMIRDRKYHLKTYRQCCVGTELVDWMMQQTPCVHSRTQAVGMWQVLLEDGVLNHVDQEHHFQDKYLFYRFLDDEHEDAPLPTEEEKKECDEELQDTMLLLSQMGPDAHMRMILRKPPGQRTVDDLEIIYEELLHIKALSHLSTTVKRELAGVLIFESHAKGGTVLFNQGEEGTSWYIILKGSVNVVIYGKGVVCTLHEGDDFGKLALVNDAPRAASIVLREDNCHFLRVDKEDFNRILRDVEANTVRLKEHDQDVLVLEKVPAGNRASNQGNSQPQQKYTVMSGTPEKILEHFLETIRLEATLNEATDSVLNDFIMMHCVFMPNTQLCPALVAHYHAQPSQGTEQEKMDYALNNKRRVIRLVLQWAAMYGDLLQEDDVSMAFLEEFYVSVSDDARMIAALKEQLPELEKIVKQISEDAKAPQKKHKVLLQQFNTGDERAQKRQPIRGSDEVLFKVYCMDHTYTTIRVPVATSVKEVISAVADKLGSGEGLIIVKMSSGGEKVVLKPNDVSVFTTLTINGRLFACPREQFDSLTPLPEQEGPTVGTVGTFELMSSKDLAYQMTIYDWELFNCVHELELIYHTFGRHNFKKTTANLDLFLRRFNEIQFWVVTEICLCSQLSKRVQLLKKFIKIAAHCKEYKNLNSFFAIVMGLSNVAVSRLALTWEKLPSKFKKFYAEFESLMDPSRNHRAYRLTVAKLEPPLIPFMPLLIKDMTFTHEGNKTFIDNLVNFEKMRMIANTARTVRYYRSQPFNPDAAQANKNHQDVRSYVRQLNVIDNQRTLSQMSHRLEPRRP
#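 Readout is BODIPY fluorescence (480 nm excitation, 540 nm emission), which falls as labeled GDP is exchanged off Rap1B. EPAC2 at 100 nM acted on 250 nM RAP1B-BODIPY-GDP with 50 uM GDP present.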
# Nrf2 ARE act = Nrf2 pathway activation. Potency, µM (top dose mostly 46.1 µM), inactives show at the top dose activation, usual class: activators. AREc32 ARE-luciferase reporter (MCF7-derived line), luminescence, 24 h. 0.31% of 410,000 active; note: potency is the fitted concentration of half-maximal effect; % of control where 0% means no effect; nearly all actives have a fitted effect of over 65% in size
#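 Reporter line AREc32 (ARE-Fluc), seeded overnight in OPTI-MEM with 5% FBS; compound pin-transferred, 24 hr at 37 deg C, 5% CO2; luminescent read-out.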
# MmCpn inh = M. maripaludis TRiC chaperonin inhibition; purified Mm-Cpn ATPase, ADP Transcreener TR-FRET; Potency, µM (highest dose often 76.9 µM), without a hit: at the top dose activity, negative = inhibition, most hits filed as inhibitors; 0.031% of 330,000 active; note: potency is the fitted concentration of half-maximal effect; % is set by controls: 0 for no effect and ±100 for the full control effect; nearly all actives have a fitted effect of over 80% in size
#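 Purified archaeal chaperonin (25 nM final) was preincubated with compound for 10 min at 37°C, then ATP (10 uM final) was added for 30 min at 37°C in Tris pH 7.4/KCl/MgCl2/DTT buffer. ADP was quantified by HTRF Transcreener TR-FRET.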
# Nrf2 block = blocks Nrf2 signaling; A549 ARE-Fluc reporter, luciferase luminescence, 18-24 h; Potency, µM (highest dose often 46 µM), inactives show top-dose activity change, negative = inhibition, hits mostly inhibitors; 2.1% of 360,000 active; AID 504444; note: potency is the fitted concentration of half-maximal effect; % is set by controls: 0 for no effect and ±100 for the full control effect; nearly all actives have a fitted effect of over 60% in size
#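 Two sequential reads on A549 ARE_Fluc cells exposed to compound for 18-24 h: a CellTiter-Fluor fluorescence read for viability, then a luciferase luminescence read for Nrf2/ARE activity.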
# pAkt inh = Akt phosphorylation inhibition | activity change, % for hits at 50 µM | AID 651550 | Neuro2A IGF-stimulated pAkt S473 HTRF, 20 min; hits give low values | 0.32% of 360,000 active; in the data active = activity change below about -80%; inconclusive = mostly about -51% to -80%; note: % is set by controls: 0 for no effect and ±100 for the full control effect
#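 Neuro2A cells (4,500/well, DMEM with 0.5% FBS) were treated with compound at a single 50 µM final concentration, stimulated with 6 nM IGF for 20 min at 37 °C, and lysed. Phospho-Akt Ser473 was read by HTRF as 665/615 ratio ×10^4.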
# A549 viability = kills or reduces viability of A549 cells in Nrf2 counter-screen; Potency, µM (doses to about 46 µM), without a hit: at the top dose activity change, negative = cytotoxicity, usual class: inhibitors; A549 ARE-Fluc cells, CellTiter-Fluor viability, 18-24 h; 0.16% of 390,000 active; AID 504648; note: potency is the fitted concentration of half-maximal effect; % is set by controls: 0 for no effect and ±100 for the full control effect
#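 Cytotoxicity counterscreen: CellTiter-Fluor fluorescence was measured in A549 ARE_Fluc cells after 18-24 h of compound exposure in a concentration series. The subsequent BugLite luminescent read reports ARE-luciferase activity.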
# EPAC2 antag = blocks human EPAC2 exchange factor. Q8WZA2. EPAC2 GEF exchange of Rap1B-BODIPY-GDP, fluorescence. Potency, µM (doses to about 114 µM), without a hit: at the top dose activity, negative = inhibition, usual class: inhibitors. 0.18% of 360,000 active; note: potency is the fitted concentration of half-maximal effect; % is set by controls: 0 for no effect and ±100 for the full control effect; nearly all actives have a fitted effect of over 45% in size; many of its hits are not listed in these tables
# * = called active by the depositor; i = inactive; ? = inconclusive; . = no result given; & = joins results of further samples; [ ] = remark or other dose. Unless noted, calls come from the whole dose curve; as a rule, active = well fitted curve in the direction sought with a large enough effect; inconclusive = small, poorly fitted or top-dose-only effect, or another doubt; inactive = no such curve, though single readings can be large; an effect the other way counts as inactive or inconclusive.
SMILES,CCT chaperon mod,TGFb SMAD3 inh,EPAC2 agonist,Nrf2 ARE act,MmCpn inh,Nrf2 block,pAkt inh,A549 viability,EPAC2 antag
CN(Cc1ccccc1)C(=O)CNC(=O)Cn1cnc2ccccc2c1=O,-0.7,-7.3%,8.3%,-0.3%,0.5%,.,i,3.8%,-0.6%
CCN(CC)CCNC(=O)Cn1ncc2c3ccccc3n(Cc3ccccc3C)c2c1=O,.,14.1µM*,.,10.4%,.,6.7%,.,-18.1%,.
CC(C)CCN1CCNC(=O)C1CC(=O)Nc1ccc(F)cc1 (centres undefined),0.9,-2.4%,6.7%,-0.1%,?,-7.1%,i,2.4%,-0.1%[57.1 µM]
COc1ccc(CN2C[C@]3(CO)O[C@@H](CO)C[C@@H]3S2(=O)=O)cc1,-0.4,?,6.2%,0.0%,-0.7%,5.2%,i,-3.4%,5.5%
O=C(c1ccco1)N(CCC(c1ccccc1)c1ccco1)Cc1ccccc1 (centres undefined),-0.7,-23.2%,4.3%,4.2%,-2.9%,-4.1%,i,13.0%,?
C=CCNC(=S)NNC(=O)c1cccn(Cc2ccc(Cl)c(Cl)c2)c1=O,1.3,-6.2%,-6.6%,0.2%,-3.4%,?,i,-11.6%,5.8%
Cc1cccc(NC(=O)CSc2ncc3c(n2)-c2ccccc2N(Cc2ccc(F)cc2)S3(=O)=O)c1C,.,23.8%,.,-0.9%,.,27.6%,.,-1.1%,.
O=C(c1ccc(Br)o1)N1CCN=C1SCc1cccc(F)c1,-5.4,0.4%,5.5%,-0.3%,-9.3%,?,i,0.2%,0.4%
O=C1CCc2cc(S(=O)(=O)N3CCN(Cc4ccc5c(c4)OCO5)CC3)ccc2N1,-1.6,-31.4%,7.2%,1.1%,0.6%,?,i,4.7%,-7.6%
Cc1cccc(N2CCN(C(=O)c3cc(S(=O)(=O)N4CCCC4)cn3C)CC2)c1C,0.6,?,9.2%,-2.4%,?,18.4µM*,i,-6.7%,-21.4%
Cc1nc(NC(=O)COC(=O)C(C)NC(=O)c2ccccc2)c(Cl)cc1Cl (centres undefined),-1.5,16.2%,12.4%,0.5%,-6.5%,7.4%,i,0.3%,0.5%
Cc1ccccc1C(=O)NCCOc1ccccc1Cl,1.5,-8.3%,2.5%,-0.6%,-4.4%,?,i,0.9%,-11.2%
CCN(CC)c1ccc(/C=N/NC(=O)c2nnn(-c3nonc3N)c2CN(C)C2CCCCC2)cc1,-2.8,-5.1%,5.4%,-0.6%,.,.,i,.,-2.4%
Cc1cc(C)c(OCC(=O)N(Cc2cccs2)C2CCS(=O)(=O)C2)c(C)c1 (centres undefined),-1.4,5.4%,2.5%,-0.6%,?,-23.8%,i,8.1%,-10.7%
O=C(Cn1c(=O)n(Cc2ccc(F)cc2)c(=O)c2sc3ccccc3c21)NCc1ccccc1Cl,.,5.2%,.,-0.6%,.,3.8%,.,0.0%,.
COc1ccccc1NC(=O)Cc1cccc2ccccc12,-1.1,3.5%,4.7%,-0.6%,-0.8%,14.1%,i,4.6%,-16.7%
CCOc1ccc(-c2cc(C(=O)N/N=C/c3ccc(O)cc3)c3ccccc3n2)cc1,-1.4,?,-4.5%,2.0%,.,?,i,-11.4%,-5.9%
Cc1sc2ccccc2[n+]1CC(=O)c1ccccc1,-4.7,2.2%,-0.2%,3.7%,-4.4%,7.7%,i,-1.7%,4.5%
CCOCCCn1c(=N)c(C(=O)NC(C)c2ccccc2)cc2c(=O)n3cc(C)ccc3nc21 (centres undefined),.,30.1%[activator],.,0.6%,.,-2.3%,.,10.2%,.
Cn1nc(-c2ccccc2F)c2cc(C(=O)NCc3ccc(Cl)cc3)sc21,.,?,.,0.2%,.,-70.4%,.,-0.2%,.
O=C(CSc1ncn[nH]1)Nc1nc(-c2ccccc2)cs1,-2.7,-1.6%,7.2%,5.3%,2.4%,-19.4%,i,-6.4%,-5.9%
Cc1ccc(S(=O)(=O)Nc2cccc(C(=O)NCC(c3ccco3)N(C)C)c2)cc1F (centres undefined),3.6,-9.4%,6.2%,0.2%,0.7%,-0.1%,i,0.1%,11.5%
COc1ccc(CNc2n[nH]c(-c3ccco3)n2)cc1OC,.,-6.3%,.,-0.7%,.,17.1%,.,0.9%,.
COc1ccccc1OC(C)C(=O)Nc1ccc2c(c1)OCCO2 (centres undefined),1.1,21.3%,11.1%,0.1%,0.2%,7.1%,i,1.4%,-3.6%
O=S1(=O)CCN(C(CO)c2ccccc2)CC1 (centres undefined),0.7,2.2%,4.2%,0.2%[9.22 µM],-0.4%,1.3%,i,-0.5%,1.2%
CCS(=O)(=O)N1CC(=O)N(c2ccc(Cl)cc2)C(C)(C(=O)NC2CCCCCC2)C1 (centres undefined),.,-29.6%,.,3.2%,.,12.5%,.,8.5%,.
C=CCOC(=O)C1=C(C)N=C2SCCC(=O)N2C1c1cccs1 (centres undefined),0.9,0.0%,8.5%,-0.8%,-0.7%,.,i,-0.3%,13.3%
S=C(NCCc1ccccc1)NC1CCCCCC1,-1.9,26.3%,4.5%,0.8%,1.9%,28.2%,i,-3.7%,-3.8%
Cc1ccc(Nc2nc(-c3ccccc3)c(CC(=O)O)s2)cc1,-6.6,7.3%,1.3%,10.1%,-6.0%,29.5%,i,1.8%,-8.6%
COc1cc(OC)cc(-c2cc(NC(C)=O)n[nH]2)c1,-0.3,5.7%,-2.9%,3.4%,1.1%,7.1%,i,-15.3%,-10.3%
C[C@H]1O[C@@H](O[C@H]2[C@@H](O)C[C@H](O[C@H]3[C@@H](O)C[C@H](O[C@H]4CC[C@@]5(C)[C@H](CC[C@@H]6[C@@H]5C[C@@H](O)[C@]5(C)[C@@H](C7=CC(=O)OC7)CC[C@]65O)C4)O[C@@H]3C)O[C@@H]2C)C[C@H](O)[C@@H]1O,-1.1,?,3.9%,-2.9%,0.5%&1.6%,0.13µM*,i,?,7.1%
Cc1occc1C(=O)N(C)CC1CCCN(CCc2ccccc2F)C1 (centres undefined),-2.8,-3.0%,3.3%,1.5%,3.4%,-13.5%,i,4.3%,-3.6%
CCN(C(C)=O)c1nc(CSc2nnc(NC(C)C)s2)cs1,-1.3,5.0%,0.1%,-0.3%,-0.5%,-20.0%,i,-6.4%,0.0%[57.1 µM]
COCCCNC(=O)Cn1nc(-c2cccc(OC)c2)ccc1=O,-2.1,28.9%,9.9%,-0.8%,-6.5%,0.5%,i,6.0%,0.2%
CCOC(=O)COc1ccc(C(=O)CC)cc1OC,-0.6,8.4%,-2.0%,-0.5%,-5.6%,29.3%,i,-2.7%,2.9%
CCCCC[C@@H]1C=C(C(=O)O)[C@H](c2cccc(C)c2)N1S(=O)(=O)c1ccc(C)cc1,0.4,?,-1.9%,0.5%,3.6%,-29.5%,i,-3.2%,?
CCCC(=O)N1CCN(c2nc3ccccc3s2)CC1,0.6,-6.8%,11.8%,-0.8%,-2.7%,-12.0%,i,0.3%,2.4%
Cc1ccc(S(=O)(=O)N2CCC(C(=O)Nc3ccc(C)c(Cl)c3)CC2)cc1,.,?,.,7.8%,.,?,.,-14.0%,.
CCOC(=O)c1cc(-c2ccccc2)nn1CC1CC(c2cccc([N+](=O)[O-])c2)=NO1 (centres undefined),1.4,-8.3%,9.8%,3.1%,.,-29.9%,i,-2.1%,-15.6%
COc1cccc(C(=O)N2N=C(c3ccccn3)CC2(O)C(F)(F)F)c1 (centres undefined),-16.1,?,15.7%,-0.3%,1.5%,?,i,-12.8%,2.1%
CCOC(=O)C(Cc1ccccc1)NC(=O)CNC(C)=O (centres undefined),-1.7,4.9%,5.2%,-0.5%,1.5%,14.2%,i,12.0%,0.8%[57.1 µM]
CCCc1nnc(NC(=O)CSc2nc3ccccc3[nH]2)s1,0.0,-19.1%,13.0%,2.0%,3.4%,?,i,1.8%,-10.7%
CCOC(=O)c1c(C)nc2ccc(Cl)cc2c1-c1ccccc1,-1.4,?,6.5%,2.4%,1.4%,2.5%,i,6.0%,-10.9%
Cc1ccc(NC(=O)CN2C(=O)NC3(CCCC3)C2=O)nc1,1.2,5.5%,9.3%,-0.1%,-2.1%,8.6%,i,7.6%,-0.6%
CC1(C(=O)NCc2cccc3ccccc23)CCN1Cc1ccccc1OC(F)F (centres undefined),-1.0,?,4.3%,-1.1%,.,.,i,.,-20.5%
Cc1cc(Br)ccc1NC(=O)CNC(=O)Cc1ccc(S(=O)(=O)N2CCOCC2)s1,0.4,11.8%,-1.0%,2.3%,-0.1%,-1.6%,i,0.8%,20.7%
Cc1nc2cc(NC(=O)Nc3ccc(N4CCOCC4)cc3)ccc2n1C,0.9,-6.1%,4.2%,-0.7%,-2.0%,-12.4%,.,-0.3%,3.3%
COC(=O)c1ccc(C(=O)OC)c(NC(=O)CN(c2ccc3c(c2)OCO3)S(C)(=O)=O)c1,0.4,-4.7%,9.9%,1.3%,0.4%,.,i,0.0%,-3.4%
CCc1ccc(C(C)NC(=O)C2(C)CC2(Br)Br)cc1 (centres undefined),-1.4,2.9%,-6.9%,0.2%,-0.1%,-11.9%,i,-6.3%,-0.5%

# Quoted at random: 2 entries already listed
SMILES,CCT chaperon mod,TGFb SMAD3 inh,EPAC2 agonist,Nrf2 ARE act,MmCpn inh,Nrf2 block,pAkt inh,A549 viability,EPAC2 antag
CC1(C(=O)NCc2cccc3ccccc23)CCN1Cc1ccccc1OC(F)F (centres undefined),-1.0,?,4.3%,-1.1%,.,.,i,.,-20.5%
CCOC(=O)c1c(C)nc2ccc(Cl)cc2c1-c1ccccc1,-1.4,?,6.5%,2.4%,1.4%,2.5%,i,6.0%,-10.9%

# Some of the compounds tested, so the mix of outcomes need not match the whole.
